# mcGAS MS inh – inhibitors of Mus musculus cyclic GMP-AMP synthase, initial high-throughput assay, cell-free, RapidFire MS; Q8C6L5; recombinant mouse cGAS, cGAMP by RapidFire MS; inhibition, % at 12.5 µM; hit rate 0.18% among 130,000;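 active = inhibition of cGAS enzyme activity at or above 60%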;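 also: enzyme stimulated by 45 bp dsDNA with ATP and GTP substrates; cGAMP share of summed cGAMP plus half ATP and half GTP signals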
# Target sequence (Q8C6L5 whole entry, looked up): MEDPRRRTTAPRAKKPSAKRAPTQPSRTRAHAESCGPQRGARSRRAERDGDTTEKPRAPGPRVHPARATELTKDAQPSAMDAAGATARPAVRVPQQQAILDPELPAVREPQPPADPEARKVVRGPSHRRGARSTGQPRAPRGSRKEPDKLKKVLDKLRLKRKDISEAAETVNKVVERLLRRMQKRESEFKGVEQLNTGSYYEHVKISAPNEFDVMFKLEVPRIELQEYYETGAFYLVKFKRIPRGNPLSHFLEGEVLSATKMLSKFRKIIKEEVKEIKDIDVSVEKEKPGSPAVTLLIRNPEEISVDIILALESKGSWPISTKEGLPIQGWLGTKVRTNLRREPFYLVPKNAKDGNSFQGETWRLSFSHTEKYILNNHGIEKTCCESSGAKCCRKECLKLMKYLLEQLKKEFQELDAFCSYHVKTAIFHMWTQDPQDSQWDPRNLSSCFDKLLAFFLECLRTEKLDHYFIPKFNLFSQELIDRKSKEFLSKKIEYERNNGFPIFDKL
# An asterisk follows results filed as active; & = joins results of further samples. Not all compounds are listed; the hit share may differ from the screen's.
SMILES,mcGAS MS inh
CC1(C)C(NC(=O)c2ccc(-n3cccn3)cc2)C2CCCOC21 (stereo not given),-13.4
CN(CC(=O)N1CCOCC1)S(=O)(=O)c1ccc(C(=O)NCc2cccnc2)o1,-6.7
CCOC(=O)C1=C(O)C(=O)NC(c2ccccc2)=C(OCC)C1,-0.1
Cc1ccc(-n2nc(C)c(CC(=O)NC(C)c3ccncc3)c2C)cc1Cl (stereo not given),-3.1
Cc1ccc(C)c(-c2cc(C(=O)NCCC(=O)NCc3ccc(F)cc3)no2)c1,-7.7
CCN(CC)c1cccc(OCC2CN(C(=O)COc3cccc(C)c3C)CCO2)c1 (stereo not given),-3.9
CN1CCCC(CCNC(=O)Cn2[nH]c(=O)ccc2=O)C1 (stereo not given),-13.3
CN1CCC(Cc2noc(-c3cnn(Cc4ccccc4)c3)n2)CC1,-7.4
Cc1cc(=O)oc2cc(Oc3nnc(-c4ccc(F)cc4)c4ccccc34)ccc12,-1.2
Cc1oc(-c2cccc(Cl)c2)nc1CN1CCC(=O)NCC1C (stereo not given),-7.2
Cc1ccc(-c2[nH]ncc2CNCc2cccc(OC(F)(F)F)c2)cc1C,-10.1
CC(C)(C)OC(=O)NCC1CCCN(C(=O)Cc2ccc(O)cc2Cl)C1 (stereo not given),-3.9
CN(CC(=O)Nc1cccc([N+](=O)[O-])c1)S(=O)(=O)c1ccc(F)cc1,-0.5
Cc1nc(-c2ccc(S(=O)(=O)NCCc3cccnc3)cc2)co1,3.8
CCOC1CC(NC(=O)NC2CCN(C3CC3)CC2)C12CCCC2 (stereo not given),-53.8
CCOC(=O)c1c(C)sc2c1N(C(=O)CN1CCOCC1)c1cc(Cl)ccc1S2,-11.1
OCCN1CCC(CNCCc2c(F)cccc2Cl)CC1,-3.1
Cc1noc(C)c1CCC(=O)NCc1cccnc1N1CCOCC1,6.8
O=C(c1ccc2c(c1)OCCO2)N1CCC(n2cc(CCO)nn2)CC1,-5.3
COc1cc(C(C)=O)ccc1OCC(O)CN1CCCC(C(F)(F)F)C1 (stereo not given),0.0
N#CCn1c(C[n+]2ccccc2)nc2ccccc2c1=O,-3.1
CCCn1cc(C(=O)NC2CCCN(c3nc4ccccc4s3)C2)c(C)n1 (stereo not given),-19.9
Cc1csc(NC(=O)C(=O)N2CCCCC2CCn2cccn2)n1 (stereo not given),-0.2
CC(NC(=O)c1ccc(C(C)(C)C)cc1)C(=O)C(C#N)C(=O)Nc1ccccn1 (stereo not given),-13.4
NC(=O)NC(=O)CSc1ncnc2sc3c(c12)CCC3,-6.9
Cn1nnc2c(SCc3ccc(F)cc3)ncnc21,1.5
CC(Sc1nnc2n1CCCCC2)c1nnc(-c2ccc([N+](=O)[O-])cc2)o1 (stereo not given),1.3
CNCCOc1ccc(Cl)c(Cl)c1,-1.4
CC(C)(CN1CCCC1)CN1CCN(Cc2cccc(F)c2)CC1,-15.9
CC(c1ccon1)N(C)Cc1cnc(S(=O)(=O)C(C)C)n1Cc1ccccc1F (stereo not given),-9.5
CCc1ncc(C(=O)N2CCN(CC(C)C)C(=O)C2C)cn1 (stereo not given),-9.0
CCSCC(C)NCc1nncn1C1CCCCC1 (stereo not given),-20.1
CC(C)(NC(=O)c1cccs1)C(=O)NCc1nnc2n1CCC2,-15.5
CN(CCC(=O)N1CC[C@@]2(O)CCCC[C@H]2C1)S(C)(=O)=O,-6.2
Cc1ccc(Cn2nnc3c(=O)n(CC(=O)c4ccc(Cl)cc4)cnc32)cc1,6.3
O=C(CCc1cn2ccccc2n1)NC1CCCN(CCc2ccccc2)C1 (stereo not given),-11.0
OCC1(CCOc2ccccc2)CCN(Cc2cc3ccccc3s2)CC1,-3.5
CC(C)C1CN(C(=O)c2cncc(Cl)c2)CCCN1Cc1ccc(F)cc1 (stereo not given),-3.9
O=c1ccc(-c2ccc(F)cc2)nn1CCCNS(=O)(=O)c1cccnc1,7.6
CC(Oc1cccc(Cl)c1)C(=O)N1CCOC(COc2cccc(C(F)(F)F)c2)C1 (stereo not given),-4.2

# Continued; it opens with the 3 that closed the last part.
SMILES,mcGAS MS inh
CC(C)C1CN(C(=O)c2cncc(Cl)c2)CCCN1Cc1ccc(F)cc1 (stereo not given),-3.9
O=c1ccc(-c2ccc(F)cc2)nn1CCCNS(=O)(=O)c1cccnc1,7.6
CC(Oc1cccc(Cl)c1)C(=O)N1CCOC(COc2cccc(C(F)(F)F)c2)C1 (stereo not given),-4.2
O=S(=O)(NCCC1=CCCCC1)c1cccc2nonc12,8.4
CC(C)(C)c1oc(C(N)=O)cc1CN1CCOC(Cc2ccccc2)C1 (stereo not given),-16.0
Cc1cc(C(=O)NCCc2cn3nc(C)sc3n2)c(C)o1,-9.4
CS(=O)(=O)c1cccc(C(=O)NCc2cc(F)ccc2Br)c1,-4.9
O=S(=O)(Nc1cc2c(cc1Cl)OCCO2)c1ccccc1C(F)(F)F,-4.2
COc1ccccc1C(=O)Nc1cccc(NC(=O)CC2CCC(=O)N2)c1 (stereo not given),-12.5
Cc1cc(C)c(S(=O)(=O)NC(C)(C)C)c(C)c1N(C)S(C)(=O)=O,-12.4
Cc1cccc(CN2CCCC(CNS(=O)(=O)c3cccc4cccnc34)C2)n1 (stereo not given),3.2
CCc1cnc(NCc2cccnc2N2CCN(c3ccccc3OC)CC2)nc1,-7.0
Cn1c(-c2nc3ccccc3[nH]c2=O)nc2ccccc21,3.0
c1sc2c(c1CN1CCOCC1)CCCC2,-0.3
CCC(C(=O)N1CCn2c(nnc2C(=O)NC(C)C)C1)c1ccccc1 (stereo not given),-20.1
O=C(c1cc(-c2ccccc2)nc2ccccc12)N1CCC(O)(C(F)(F)F)C1 (stereo not given),1.0
O=C(Cc1csc(N2CCNC2=O)n1)N1CCC2CCCCC2C1 (stereo not given),-3.2
c1cncc(COC2CCN(Cc3ccnc4ccccc34)CC2)c1,1.3
Clc1ccc(-c2nc3cnccn3c2NC2CCCC2)cc1,3.7
Cc1cc(C)c(NC(=O)C(C)N2C(=O)c3ccccc3S2(=O)=O)c(C)c1 (stereo not given),-2.4
Cc1ccc(Nc2ccccc2NS(=O)(=O)N(C)C)cc1,-2.5
O=c1cccnn1CCNS(=O)(=O)/C=C\c1ccccc1,-0.3
Cc1ccccc1C(=O)O/N=C1/C(=O)c2ccccc2-c2ccccc21,70.4*
CCCCc1nc(C)c(C(=O)N2CCN(Cc3ccc4c(c3)OCCO4)CC2)s1,-9.8
CCC1CSC(=NCCOC)N1Cc1ccc(Cl)cc1Cl (stereo not given),28.1
O=C(CC1CC2CCC1C2)Nc1nc(-c2cccnc2)cs1 (stereo not given),-1.4
COCCCN(Cc1ccc(C(=O)OC)o1)Cc1cccs1,-4.1
CC(C)(C)c1nccc(N2CCCC3(CNC(=O)C3)C2)n1 (stereo not given),-6.8&-2.5
Cc1cc(C(=O)N(CCCN2CCOCC2)c2nc3c(C)ccc(Cl)c3s2)on1,1.6
CCOC(=O)/C(C#N)=C1/C=CN(Cc2ccccc2)C=N1,-2.7
CC(SCc1cccc(F)c1)C(=O)Nc1ccccc1F (stereo not given),-10.9
O=c1[nH]nc(Cc2ccncc2)n1Cc1ccccc1F,-7.6
O=C1CCC(C(=O)OCc2c(Cl)cccc2Cl)N1 (stereo not given),16.1
CC(C)c1nccn1CCCNC(=O)c1ccc(-c2ccc3cc[nH]c3c2)nc1,-11.3
Cc1noc(C)c1CNC(=O)CSC(C)c1ccc(F)cc1 (stereo not given),-5.9
O=C(NC1C=CS(=O)(=O)C1)c1cn[nH]c1-c1cccc(F)c1 (stereo not given),-4.5
O=C(CC1CC2CCC1C2)N1CCN(Cc2ccc3c(c2)OCO3)CC1 (stereo not given),-6.9
COc1ccc(O)c(C2=NCCN=C(C(F)(F)C(F)F)C2)c1,-17.0
COc1ccc(CCN(C)C2CCCN(c3ncnc4[nH]ccc34)C2)cc1OC (stereo not given),-15.2
O=C(CC1CC2CCC1C2)NCCc1cc(F)cc(F)c1 (stereo not given),-3.4
Cc1oc(C)c(C(=O)O)c1C,-3.1
Cc1csc(N2CCCC2)n1,12.6
CCCS(=O)(=O)NCC(C)CC(C)O (stereo not given),-16.7
CCOC(=O)N1CCN(c2nc(Nc3ccc(C)cc3C)c3nccnc3n2)CC1,-8.3
Cc1cccc2oc(CNC(=O)C(c3cccc(F)c3)N(C)C)nc12 (stereo not given),-6.4
CCCCCCCCN=Cc1sc(=S)[nH]c1O,-0.5
CCc1cc(C(=O)O)c(NC(=O)c2cc(OC)c(OC)c(OC)c2)s1,26.1
CC(=O)Nc1ccc2nc(NC(=O)c3ccc[nH]c3=S)sc2c1,-1.2
CCOC(=O)c1nn(-c2ccccc2)c(=O)cc1OCC(=O)Nc1ccc(OC)cc1,-7.4
COc1ccccc1N1CCN(Cc2sc(N(C)C)nc2Cl)C(C)C1 (stereo not given),-24.4
CCOc1c(Cl)cc(CNC(=O)NCc2cccc(C)n2)cc1OC,-13.7
CC(=NCCc1ccccc1)c1c(C(F)(F)F)[nH]n(-c2nc3ccccc3s2)c1=O,5.7
CSc1nc2c(c(=O)[nH]c(=O)n2C)n1CCCc1ccccc1,-2.1
CCOc1cccnc1C(=O)OCc1ccc(C(F)(F)F)cc1,-0.4
Cn1cc([N+](=O)[O-])c(C(=O)NC2CCCCC2)n1,8.6
CC(OC(=O)C1CC1c1cnn(C)c1)c1ccc(F)cc1F (stereo not given),-1.8
Cc1cc(Cl)ccc1NC(=O)N1CCC(Cn2cc(CN(C)C)nn2)CC1,0.4
CC(C)Cc1nc(CC(F)(F)F)n(-c2cccc3cccnc23)n1,-13.8
CCCn1c2ccc(Br)cc2c2nc3ccccc3nc21,-13.5
CN(C)C(=O)COC1CN(C(=O)Nc2cccc(CN3CCCCC3=O)c2)C1,-1.6
CC(=O)C(C)n1c(CN2CCN(c3cc(Cl)ccc3C)CC2)nc2c1c(=O)[nH]c(=O)n2C (stereo not given),-5.2
COCCn1c(C)cc(O)c(C(c2ccccc2)N2CCN(c3ccc(F)cc3)CC2)c1=O (stereo not given),-5.3
COc1cccc(CNC(=O)CCC2CCCN(C(=O)CCc3c(C)nn(C)c3C)C2)c1 (stereo not given),5.7
# Next compounds follow:
SMILES,mcGAS MS inh
CCOC(=O)C1(CCOC)CCCN(Cc2[nH]c3ccc(OC)cc3c2C)C1 (stereo not given),-10.4
Cc1ccc(C)c(S(=O)(=O)Oc2ccccc2)c1,-5.6
CC(C)c1nc(C(=O)NC2CC(=O)N(C)C2)nn1-c1ccccc1F (stereo not given),-9.2&-4.4
CC(Nc1ccc2c(c1)OC1(CCCCC1)O2)C(=O)Nc1c(F)cccc1F (stereo not given),-8.2
CS(=O)(=O)N(CC(=O)NCCc1cnc[nH]1)c1cccc(F)c1,-24.0
O=[N+]([O-])c1ccc(C=Cc2nc3cc([N+](=O)[O-])ccc3s2)cc1,-3.0
CCc1nc(SCC(=O)NCCC2=CC[C@H]3C[C@@H]2C3(C)C)n[nH]1,-14.3
COc1cccc(-c2noc3c2CN(C(=O)CC2=CCCCC2)CC3)c1,-6.5
CC1CN(C(C)(C)CNC(=O)c2ccc(F)cc2Cl)CC(C)O1 (stereo not given),-2.8
CC(C)C(C)(C#N)NC(=O)CNc1cccc(I)c1 (stereo not given),-6.3
O=S(=O)(c1ccc(C(F)(F)F)cc1)N1CCN(CC(O)c2ccccc2)CC1 (stereo not given),-5.4
CN(Cc1ccccc1)Cc1cnc(S(C)(=O)=O)n1Cc1ccccc1F,-4.3
O=C(c1cc(=O)c(OCc2ccccc2)c[nH]1)N1CCN(c2ccc(F)cc2)CC1,-6.6
O=c1c2sccc2nc(SCc2cc(=O)n3ccccc3n2)n1CCCN1CCCCC1,-5.9
COC(=O)N1CCC(Nc2ncnc3ccc(F)cc23)C1 (stereo not given),-34.0&-11.8
COc1cc(-c2ccccc2CN2CCOCC2)cc(OC)c1OC,-4.8
CCOC(=O)C1=C(CC)NC2=C(C(=O)CC(C)(C)C2)C1c1cc(OC)ccc1OC (stereo not given),2.7
O=C1CSC2(N1)C1CC3CC(C1)CC2C3 (stereo not given),-3.5
O=C(Nc1ccnc(Cl)c1)C1CC2CCC1C2 (stereo not given),-9.1
NC(=S)c1cc2ccccc2oc1=O,-11.7
CC(C)(C)OCCN1CCCC1c1nc(Cc2ccc(F)cc2)no1 (stereo not given),-13.1
CC1(C(=O)Nc2ccc3c(c2)OCO3)CCN1Cc1ccc(-c2ccccn2)cc1 (stereo not given),-10.9
CN(C)CCCN1C(=O)C(=O)C(=C(O)c2ccccc2)C1c1cccc(Br)c1 (stereo not given),4.0
Cc1nc(C(C)C)sc1C(=O)N1C[C@H](O)[C@@H](N2CCOCC2)C1,-6.5
CC(C)c1ocnc1C(=O)Nc1cc(N2CCCS2(=O)=O)ccc1Cl,-9.2

# Filtered by structure, the entries above containing an NH in an aromatic ring
SMILES,mcGAS MS inh
CN1CCCC(CCNC(=O)Cn2[nH]c(=O)ccc2=O)C1 (stereo not given),-13.3
Cc1ccc(-c2[nH]ncc2CNCc2cccc(OC(F)(F)F)c2)cc1C,-10.1
Cn1c(-c2nc3ccccc3[nH]c2=O)nc2ccccc21,3.0
O=c1[nH]nc(Cc2ccncc2)n1Cc1ccccc1F,-7.6
CC(C)c1nccn1CCCNC(=O)c1ccc(-c2ccc3cc[nH]c3c2)nc1,-11.3
O=C(NC1C=CS(=O)(=O)C1)c1cn[nH]c1-c1cccc(F)c1 (stereo not given),-4.5
COc1ccc(CCN(C)C2CCCN(c3ncnc4[nH]ccc34)C2)cc1OC (stereo not given),-15.2
CCCCCCCCN=Cc1sc(=S)[nH]c1O,-0.5
CC(=O)Nc1ccc2nc(NC(=O)c3ccc[nH]c3=S)sc2c1,-1.2
CC(=NCCc1ccccc1)c1c(C(F)(F)F)[nH]n(-c2nc3ccccc3s2)c1=O,5.7
CSc1nc2c(c(=O)[nH]c(=O)n2C)n1CCCc1ccccc1,-2.1
CC(=O)C(C)n1c(CN2CCN(c3cc(Cl)ccc3C)CC2)nc2c1c(=O)[nH]c(=O)n2C (stereo not given),-5.2
CCOC(=O)C1(CCOC)CCCN(Cc2[nH]c3ccc(OC)cc3c2C)C1 (stereo not given),-10.4
CS(=O)(=O)N(CC(=O)NCCc1cnc[nH]1)c1cccc(F)c1,-24.0
CCc1nc(SCC(=O)NCCC2=CC[C@H]3C[C@@H]2C3(C)C)n[nH]1,-14.3
O=C(c1cc(=O)c(OCc2ccccc2)c[nH]1)N1CCN(c2ccc(F)cc2)CC1,-6.6
